# Screening data deposited in PubChem by several laboratories.
# PrPC surface inh: inhibitors of human cell surface prion protein PrPC. TR-FRET read-out. hit rate 0.43% among 370,000. inhibition, % at 13.8 µM. AID 720596. P04156; in the data active = inhibition above about 24%; note: 0% = median of the test wells and 100% = reference compound wells
# Yp Topo-I inh: blocks Yersinia pestis topoisomerase I activity; activity, % at 10 µM; AID 504884; Y. pestis Topo-I cleavage product accumulation, plate reader; hit rate 0.064% among 360,000; in the data active = activity above about 50%, passing the limit was not always enough; inconclusive = no clear call, values can overlap the other calls; note: inactives centre near 2
# Anthrax LF prot: inhibitors of Bacillus anthracis lethal factor protease | multiplex microsphere protease cleavage assay, LF | inhibition, % at 10 µM | hit rate 0.12% among 360,000; note: plate controls were buffer without enzyme for full effect and enzyme alone for no effect
# Vc quorum ag: inducers of Vibrio cholerae quorum light production without autoinducers; V. cholerae BH1578 lux reporter, luminescence, 6 h; activation, % at 18.7 µM; hit rate 0.16% among 350,000; in the data active = activation mostly above about 9.7%, no sharp cut-off; inconclusive = no clear call, values can overlap the other calls; inactive = mostly below about 3.7%; note: not every result past the cut was called active; inactives centre near 0; reference of the scale not given here
# 3CLpro inhibitor: SARS-CoV 3CLpro protease inhibition | recombinant SARS-CoV 3CLpro, quenched FRET peptide cleavage | inhibition, % at 6 µM | hit rate 0.14% among 290,000 | AID 1706; in the data active = inhibition above about 12%
# PriA SSB inh: blocks PriA binding to SSB C-terminal tail | AID 1272365 | AlphaScreen SSBct-PriA binding, biotinylated peptide | hit rate 0.6% among 430,000 | inhibition, % at 33 µM; in the data active = inhibition mostly above about 37%, no sharp cut-off; inactive = mostly below about 20%;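 note: plate controls were negative control peptide for no effect and reference peptide for full effect; strong numbers were not always called active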
# TcdB inh: TcdB glycohydrolase inhibition | TcdB glycohydrolase enzymatic assay, plate reader | inhibition, % at 9.99 µM | hit rate 0.24% among 350,000 | AID 652162; in the data active = inhibition above about 10%
# PfHsp40 yeast: rescue of PfHsp40-mediated yeast toxicity | growth rescue, % at 12.5 µM | AID 504582 | hit rate 0.68% among 340,000 | S. cerevisiae expressing PfHsp40, growth rescue, ATP luminescence; in the data active = growth rescue above about 28%, passing the limit was not always enough; inconclusive = no clear call, values can overlap the other calls;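 note: yeast W303a lacking pdr1 and pdr3 grown in galactose medium; growth measured after three days at 30 °C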
# BoNT A protease: inhibitors of Botulinum neurotoxin A light chain protease; multiplex microsphere protease substrate cleavage, flow cytometry; AID 588499; inhibition, % at 10 µM; hit rate 0.17% among 360,000; note: plate controls were buffer without enzyme for full effect and enzyme alone for no effect
# An asterisk follows results filed as active; i = inactive; ? = inconclusive; . = not tested or not shown; & = joins results of further samples. Cut-off read from the data, not from the text of the source, unless noted: active = inhibition above about 30%; inconclusive = no clear call, values can overlap the other calls; inactive = below that. Not all compounds are listed; count on the stated rates, not on these rows.
# Preview, six compounds:
SMILES,PrPC surface inh,Yp Topo-I inh,Anthrax LF prot,Vc quorum ag,3CLpro inhibitor,PriA SSB inh,TcdB inh,PfHsp40 yeast,BoNT A protease
Cc1ccc(N2C(=O)Nc3ccccc3C2(O)C(=O)N2CCN(c3ccccn3)CC2)cc1C (stereo unspecified),-4,3,-6,-0.5,-2,-4,0.6,1.7,0.4
O=C(Cn1nnc2ccccc2c1=O)N[C@@H](Cc1ccccc1)C(=O)O,-2,3,-2,-0.5,-4,-7,0.9,-1.6,0.3
CCOCCCNC(=O)c1cccs1,-3,-1,0,0.7,7,-6,.,-0.3,-0.9
CC1(c2cccc(N)c2)OCCO1,5,0,-10,i,.,.,1.4,.,-1.1
Cc1cc(-c2ccc(S(=O)(=O)N3CCc4ccccc4C3)s2)on1,-2,1,3,0.0,0,-12,-0.2,-0.1,-1.5
COC(=O)c1ccc(C#Cc2ccccc2)o1,-6,2,-4,i,2,-5,0.5,0.7,0.2

# This part in full, repeating the preview:
SMILES,PrPC surface inh,Yp Topo-I inh,Anthrax LF prot,Vc quorum ag,3CLpro inhibitor,PriA SSB inh,TcdB inh,PfHsp40 yeast,BoNT A protease
Cc1ccc(N2C(=O)Nc3ccccc3C2(O)C(=O)N2CCN(c3ccccn3)CC2)cc1C (stereo unspecified),-4,3,-6,-0.5,-2,-4,0.6,1.7,0.4
O=C(Cn1nnc2ccccc2c1=O)N[C@@H](Cc1ccccc1)C(=O)O,-2,3,-2,-0.5,-4,-7,0.9,-1.6,0.3
CCOCCCNC(=O)c1cccs1,-3,-1,0,0.7,7,-6,.,-0.3,-0.9
CC1(c2cccc(N)c2)OCCO1,5,0,-10,i,.,.,1.4,.,-1.1
Cc1cc(-c2ccc(S(=O)(=O)N3CCc4ccccc4C3)s2)on1,-2,1,3,0.0,0,-12,-0.2,-0.1,-1.5
COC(=O)c1ccc(C#Cc2ccccc2)o1,-6,2,-4,i,2,-5,0.5,0.7,0.2
CC(C)COc1ccc(C(=O)NC(CC(C)C)C(=O)O)cc1 (stereo unspecified),0,-2,-1,-0.6,0,-8,.,-0.1,-0.4
Cc1n[nH]c(C)c1CCC(=O)N/N=C/c1cccs1,-5,-8,.,-0.6,-3,i,-1.4,-0.6,.
Nc1nnc(SCC(=O)Nc2cc(S(=O)(=O)N3CCOCC3)ccc2Cl)s1,7,-2,-8,2.4,6,-2,-0.2,0.7,-0.6
O=C(NCc1ccncc1)c1ccccc1Nc1ccc(SC(F)F)cc1,-1,-4,2,i,4,10,1.7,474*,2.5
CN(C)S(=O)(=O)c1cc(NC(=O)COC(=O)C2COc3ccccc3O2)ccc1Cl (stereo unspecified),5,-2,0,.,-4,1,0.3,1.4,-0.1
CCCCOC(=O)Nc1nnc(CC)s1,0,3,-6,-1.8,5,-4,.,0.6,-0.2
COC(=O)c1cnn(-c2ccc(Cl)cc2)c1/C=N/NC(N)=S,-25,5,6,2.7,0,.,-0.3,0.3,1.6
CC1(C)NC(=O)N(CC(O)CN2CCCCC2)C1=O (stereo unspecified),0,1,1,i,-3,-8,.,-0.7,?
N#Cc1cc2cc3c(cc2nc1Cl)OCCO3,2,-4,-7,-0.2,.,.,-4.7,.,0.3
Cc1cccc(CS(=O)(=O)c2ncc(Cl)c(C(=O)NCc3ccccc3)n2)c1,26*,11,-1,-0.5,-1,-7,-0.2,1.3,1.1
c1ccc(N2CCCCC2)c(NC2=NCCC2)c1,-2,4,-3,-2.0,-3,-7,.,-2.4,0.2
COc1cc(OC)c2c(c1)O/C(=C\c1ccccc1)C2=O,3,7,.,0.6,.,-20,0.2,.,.
CN1c2ccccc2-c2ccccc2S1(=O)=O,7,-4,-9,1.5,.,-7,9.1,0.5,-0.3
Cc1ccc(C)c(OCc2ccc(C(=O)N3N=C(C(F)F)CC3(O)C(F)F)o2)c1 (stereo unspecified),-3,13,-2,-0.1,5,-7,.,-0.4,-0.2
COc1cc(C(=O)NCc2ccc(-c3nc4ccccc4o3)cc2)cc(OC)c1OC,-4,-8,-1,i,-4,-8,.,-0.5,-1.0
O=C(Nc1ccc2nc(C(F)(F)F)[nH]c2c1)[C@@H]1O[C@H](CO)[C@@H](O)[C@H]1O,2,5,-3,-0.4,.,.,0.1,.,0.3
Cn1ccc2c(-c3ccc4c(c3)OCCO4)cc3c(c21)C1CCC3C1 (stereo unspecified),-1,.,-14,.,.,.,0.2,.,11
COC(=O)[C@H](NCc1ccc(OC)c(B(O)O)c1)C(C)C,5,5,-1,i,.,-1,-1.1,-0.8,-0.1
CCN1/C(=C2/SC(=S)N(NC(C)=O)C2=O)Sc2ccccc21,-14,4,-10,i,-1,0,1.2,0.5,-7.1

# Exported with two lines to a compound: entries from further up.
# Values run as follows: PrPC surface inh	Yp Topo-I inh	Anthrax LF prot	Vc quorum ag	3CLpro inhibitor	PriA SSB inh	TcdB inh	PfHsp40 yeast	BoNT A protease
Cc1cc(-c2ccc(S(=O)(=O)N3CCc4ccccc4C3)s2)on1
  -2	1	3	0.0	0	-12	-0.2	-0.1	-1.5
COC(=O)c1ccc(C#Cc2ccccc2)o1
  -6	2	-4	i	2	-5	0.5	0.7	0.2
Cc1cccc(CS(=O)(=O)c2ncc(Cl)c(C(=O)NCc3ccccc3)n2)c1
  26*	11	-1	-0.5	-1	-7	-0.2	1.3	1.1

# (listing goes on)
SMILES,PrPC surface inh,Yp Topo-I inh,Anthrax LF prot,Vc quorum ag,3CLpro inhibitor,PriA SSB inh,TcdB inh,PfHsp40 yeast,BoNT A protease
COc1cc(CNn2cn[nH]c2=S)cc(Br)c1OCc1ccccc1F,6,6,5,0.4,2,8,3.4,4.9,-2.5
COc1ccccc1-c1cnc(C(O)c2ccccc2)[nH]1 (stereo unspecified),-4,2,-12,-0.5,.,.,1.6,.,-0.4
CCN(CC)C(=O)Cn1cc(SCC(=O)NCc2ccco2)c2ccccc21,3,11,-5,i,1,1,-0.7,0.7,-0.6
Cc1ncsc1CCOC(=O)C1C2CC3CC(C2)CC1C3 (stereo unspecified),-4,21,0,-0.2,-2,-23,1.0,18,-0.1
O=C(NCC(=O)N(CC1CCCO1)C1(C(=O)NC2CCCCC2)CCCCC1)c1ccccc1 (stereo unspecified),-1,9,3,0.6,4,-12,.,0.1,-0.8
Nc1ccn([C@@H]2O[C@H](CNCC3=CCOc4ccc(O)cc43)[C@@H](O)[C@H]2O)c(=O)n1,4,-1,-1,i,.,.,3.3,.,-0.5
CSCC[C@H](NC(=O)C1CCN(S(=O)(=O)c2ccccc2)CC1)C(=O)NC1CC1,4,-4,1,-0.3,-5,-10,0.5,0.1,-0.2
CC(=O)N1Cc2cc(C(=O)NCc3cccc(F)c3)nc(-c3cccc(C4=CCCC4)c3)c2[C@H]1CCO,5,.,7,.,.,.,0.5,.,0.1
Cc1cc(=O)oc2cc(OC(=O)c3ccccc3)ccc12,-3,2,0,-0.3,5,-3,0.3,-0.8,-0.5
Cc1ccc2cc(CN(Cc3nnnn3C3CCCCC3)CC3CCCO3)c(=O)[nH]c2c1 (stereo unspecified),6,15,3,i,-3,1,.,-0.9,1.5
Cc1nc2cc(C(=O)NCc3ccc4c(c3)OCO4)ccc2n1-c1ccc(Br)cc1,-3,30,1,i,3,7,-0.1,9.3,-1.2
COc1ccc(N(CC(=O)NCCc2ccc(Cl)cc2)S(=O)(=O)c2c(C)[nH]c(=O)[nH]c2=O)cc1,-7,12,-5,-0.7,6,-17,2.4,0.2,0.3
Cc1onc(-c2ccccc2)c1-c1nnc(CN2CCN(S(=O)(=O)c3ccccc3)CC2)o1,7,9,-14,3.9,.,-2,0.3,-1.5,-1.2
Cc1ccc(C(=O)NCCc2nnc3c(C(F)(F)F)cc(Cl)cn23)o1,2,8,1,0.7,-3,-3,0.2,0.0,1.3
CCCc1nc2nc(C)c(NS(=O)(=O)c3ccc(CC(C)C)cc3)c(=O)n2[nH]1,-8,2,2,-0.3,2,-7,-1.4,-1.1,-4.6
O=C1C2C3C=CC(C3)C2C(=O)N1/N=C/c1cc(Br)cc([N+](=O)[O-])c1O (stereo unspecified),-12,-1,-2,-4.2,0,.,.,9.0,-0.4
Cc1cc(C)cc(NC(=O)COC(=O)CCCC2=NS(=O)(=O)c3ccccc3N2)c1,2,3,-5,0.4,0,0,1.2,-0.5,0.0
CCCCC(=O)NCCc1cc2c(OC)ccc(OC)c2[nH]c1=O,-10,4,3,-0.4,-1,-7,.,-0.4,0.1
O=C(C1CCC1)N1CCc2cc(S(=O)(=O)NC3CCCc4ccccc43)ccc21 (stereo unspecified),0,10,2,i,-2,3,0.9,-0.8,0.3
COc1ccc(CCn2c(C3CCCCC3)nc3c(c(=O)c4ccccc4n3C)c2=O)cc1OC,8,2,5,7.1,3,-3,0.1,104*,0.0
Cc1ccc2c(c1)C1CN(C)CCC1N2S(=O)(=O)c1ccccc1 (stereo unspecified),3,-1,-1,-0.5,-11,3,0.7,-0.5,-0.6
COc1ccc(/C=C(\NC(=O)c2cccs2)C(=O)Nc2ccc(C)cc2)cc1OC,-1,23,-2,-0.4,0,-2,.,-0.6,0.8
C[C@@H]1CN([C@H](C)CO)C(=O)CCCn2cc(nn2)CO[C@H]1CN(C)S(=O)(=O)c1cccc(F)c1,1,-7,-1,-0.4,.,.,-0.2&-1.8,.,-0.3
N#CCc1ccc(NC(=O)/C=C/c2ccc([N+](=O)[O-])o2)cc1,.,-3,-1,-0.5,3,0,.,1.3,2.6
CC1CCCC(C)N1/N=C/c1ccccc1C(=O)O (stereo unspecified),4,-2,2,i,-1,.,1.8,-0.4,-0.1

# Later entries.
SMILES,PrPC surface inh,Yp Topo-I inh,Anthrax LF prot,Vc quorum ag,3CLpro inhibitor,PriA SSB inh,TcdB inh,PfHsp40 yeast,BoNT A protease
COC(=O)C1C2CC[C@@H](CC1OC(=O)c1ccccc1)N2 (stereo partly specified),.,-12,5,-0.2,.,-10,.,0.4,-0.9
COc1cccc(NC(=S)NCc2cccs2)c1,6,-6,-2,-0.3,3,1,.,3.1,0.0
CC(Nc1nc(N2CCN(S(C)(=O)=O)CC2)nc2ccccc12)c1ccccc1 (stereo unspecified),-15,0,-2,i,1,-3,.,-0.3,0.6
CC(/C=C1\N=C(SCc2ccccc2Cl)SC1=O)=C\c1ccccc1,3,-2,2,1.4,8,-10,.,0.8,-0.4
COc1ccc2c(c1)c1nc3n(c(=O)c1n2CC(=O)Nc1ccccc1)CCCS3,8,16,-2,i,3,-24,1.9,-1.3,-1.0
COc1ccc(-c2noc(CCC(=O)N3CCN(c4ccc(Br)cc4)CC3)n2)cc1,10,1,6,i,.,-10,0.7,-0.8,-0.4
CC(C)c1ccc(NC(=O)C2Cc3c(-c4ccc(Cl)cc4)ccnc3O2)cc1 (stereo unspecified),-2,44,-1,0.7,.,.,1.3,.,0.2
Cc1cc(NC(=O)C2CCCN2C(=O)Nc2cccc(Cl)c2)ccc1-n1cnnn1 (stereo unspecified),-3,-2,-2,-1.3,3,5,-1.3,-0.4,-1.2
CC(CCc1ccccc1)NCCC#N (stereo unspecified),5,-9,-7,-0.6,4,-6,0.6,0.0,0.8
CSCCC(NC(=O)COc1ccccc1)C(=O)NC1CCC(C)CC1 (stereo unspecified),-5,17,1,i,.,-6,-0.1,-1.3,0.2
Cc1cc(C)c(C(=O)Nc2cccc(F)c2)c(Cl)n1,5,-3,8,-0.2,-2,-5,4.7,-0.2,0.3
CN1CCCN(C(=O)c2ccc(Cl)s2)CC1,-1,-5,2,-0.5,4,0,0.1,-0.4,0.8
C[C@H]1Cn2cnc(C(=O)N[C@@H](Cc3c[nH]c4ccccc34)C(=O)OC(C)(C)C)c2C(=O)N1,7,15,-8,-0.7,.,.,1.0,.,-0.3
COc1cccc(/C=N/NC(=O)CNC(=O)c2ccc3c(c2)OCCO3)c1O,2,-4,0,i,-2,.,.,-0.8,-0.6
C(=N\N1CCOCC1)/c1ccsc1,2,-1,7,i,-3,.,1.1,94*,-1.3
O=C(O)/C=C/C(=O)Nc1ccc(OC(F)(F)Cl)cc1,-1,-1,1,-0.3,2,0,1.8,3.9,-1.1
